Screens (PubChem BioAssay)
TRPC6 activator – mouse TRPC6 channel activators, primary screen, cell-based, HEK293, membrane potential dye | Short transient receptor potential channel 6 (Mus musculus), Q61143 | HEK293-TRPC6 membrane potential dye fluorescence; stronger effect = higher value | B-score at 10 µM | hit rate 0.13% among 310,000;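 active = B-score of the integrated fluorescence ratio above library mean plus 3 SD, and starting fluorescence ratio within library mean plus 5 SD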;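 also: higher score means more depolarization so channel activation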
Target sequence (Q61143 whole entry, looked up): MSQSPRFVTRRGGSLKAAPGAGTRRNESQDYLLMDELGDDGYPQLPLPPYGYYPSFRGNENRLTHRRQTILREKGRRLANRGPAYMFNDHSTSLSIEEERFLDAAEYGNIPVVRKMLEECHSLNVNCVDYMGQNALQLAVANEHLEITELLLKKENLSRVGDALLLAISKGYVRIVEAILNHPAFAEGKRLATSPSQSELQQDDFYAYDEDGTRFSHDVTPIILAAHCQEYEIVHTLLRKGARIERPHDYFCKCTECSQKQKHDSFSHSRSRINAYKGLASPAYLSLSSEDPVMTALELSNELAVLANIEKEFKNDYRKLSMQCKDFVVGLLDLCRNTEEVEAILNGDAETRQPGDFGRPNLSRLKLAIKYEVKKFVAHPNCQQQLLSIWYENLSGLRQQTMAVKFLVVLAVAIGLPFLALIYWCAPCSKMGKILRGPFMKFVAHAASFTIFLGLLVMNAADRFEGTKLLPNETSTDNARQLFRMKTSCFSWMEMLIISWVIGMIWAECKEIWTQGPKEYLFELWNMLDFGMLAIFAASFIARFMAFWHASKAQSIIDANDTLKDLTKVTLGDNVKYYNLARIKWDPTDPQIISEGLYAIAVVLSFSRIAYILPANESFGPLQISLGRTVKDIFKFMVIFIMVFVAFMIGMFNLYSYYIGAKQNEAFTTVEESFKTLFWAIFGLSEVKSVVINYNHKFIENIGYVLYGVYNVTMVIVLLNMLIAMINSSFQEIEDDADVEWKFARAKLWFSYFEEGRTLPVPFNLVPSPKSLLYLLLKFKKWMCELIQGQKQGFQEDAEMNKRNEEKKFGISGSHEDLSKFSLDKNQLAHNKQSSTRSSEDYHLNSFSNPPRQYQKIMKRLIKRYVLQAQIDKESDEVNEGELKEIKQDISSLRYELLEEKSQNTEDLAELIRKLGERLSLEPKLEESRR
RGS4 block – RGS4 inhibitors, primary screen, cell-based, HEK293 M3R inducible RGS4, calcium flux; Fluo-4 calcium flux; stronger effect = higher value; triggered by carbachol at its EC20; B-score at 10 µM; hit rate 0.45% among 310,000;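 active = B-score, a plate-corrected calcium signal, over three deviations above library mean, with baseline fluorescence within five deviations of library mean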;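 also: RGS4 expression induced by doxycycline in cells with stable M3 receptor; B-score is computed from the integrated fluorescence ratio over baseline after carbachol; higher B-score means a larger calcium signal and so more RGS4 inhibition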
Platelet DG rel – inhibitors of platelet dense granule secretion, primary screen, cell-based, MLPCN, human platelets. AID 1663, 2009. hit rate 0.22% among 300,000. inhibition, %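 (compounds screened at 7.5 µM in platelet-rich plasma)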. human platelet-rich plasma, SFLLRN dense granule ATP release, luminescence;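 active = mean replicate score, as percent of positive control, at or above 50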
MrgX1 agonist – agonists of human MrgX1 receptor, primary screen, HEK293 cells, Fluo-4 calcium flux. Mas-related G-protein coupled receptor member X1 (Homo sapiens), Q96LB2. Fluo-4 calcium fluorescence, agonist mode; stronger effect = higher value. B-score at 10 µM. hit rate 0.44% among 310,000;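 active = calcium response B-score plate-corrected fluorescence ratio at least 3 library SD, with starting fluorescence B-score inside 5 SD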
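Test system: HEK293 cells stably expressing human MrgX1 receptor; amount: 15,000 cells per well; doses: compound delivered in addition one of three; times: overnight plating before 1 h dye loading; detection: Fluo-4 NW calcium-flux fluorescence, kinetic read; read-out basis: B-scored fluorescence response ratio; controls: positive and negative controls per plate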
TRPC6 inhibitor – mouse TRPC6 channel inhibitors, primary screen, cell-based, HEK293, membrane potential dye; B-score at 10 µM; ACh-evoked depolarization; stronger effect = lower value; Short transient receptor potential channel 6 (Mus musculus), Q61143; hit rate 1.1% among 310,000;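 active = B-score under library mean minus 3 SD, initial fluorescence not abnormally high, positive integrated signal ratio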;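 also: B-score derived from integrated fluorescence ratio over the kinetic read; more negative B-score means stronger inhibition of depolarization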
RGS4 act – RGS4 potentiators or activators, primary screen, cell-based, HEK293 M3R inducible RGS4, calcium flux. carbachol calcium flux Fluo4; stronger effect = lower value. AID 463111, 2010. B-score at 10 µM. hit rate 0.92% among 310,000;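 active = B-score of the integrated calcium signal more than 4 SD below the library mean, with starting fluorescence not abnormally high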;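 also: negative B-score means reduced calcium response which marks RGS4 activation or potentiation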
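System: HEK293 FlpIn-TREx cells, stable M3R, doxycycline-inducible RGS4. Timing: overnight RGS4 induction, 30 min dye load 37 °C, 20 min compound RT. Also added: carbachol, ECmax concentration. Measured by: Fluo4 fluorescence kinetic imaging of calcium. Evaluation: integrated calcium ratio converted to B score.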
HIF activator – HIF pathway transcriptional activators, primary screen, cell-based, U2OS HRE-luciferase, luminescence | U2OS HRE-luciferase reporter; normalized: DMSO 0%, desferrioxamine 100% | activation, % at 7.5 µM (by protocol) | AID 1910, 2009 | hit rate 0.32% among 300,000;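 active = mean activation of at least 10% of the iron chelator positive control signal, with at least half of replicates also reaching 10%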
TRPC4 block – inhibitors of mouse TRPC4 channel, primary screen, Fluo4 calcium, HEK293 TRPC4beta/mu-opioid cells. B-score at 10 µM. DAMGO-evoked Fluo4 calcium flux; stronger effect = lower value. hit rate 0.39% among 300,000. Short transient receptor potential channel 4 (Mus musculus), Q9QUQ5;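 active = B-score over 3 SD under the library average, no early fluorescence shift, positive overall ratio signal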
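Test system – stable TRPC4beta/mu-opioid receptor HEK293 cells · Probe or stimulus – DAMGO, a submaximal dose followed by a maximal one · Dosing – one concentration per compound · Signal – Fluo4 calcium fluorescence by kinetic imaging, 5 s 1 Hz baseline · Evaluation – per-well B score of integrated baseline-normalized Fluo4 ratio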
MrgX1 allo act – positive allosteric modulators of MrgX1, primary screen, HEK293 cells, Fluo-4 calcium flux | Mas-related G-protein coupled receptor member X1 (Homo sapiens), Q96LB2 | FDSS; stronger effect = higher value | B-score at 10 µM | hit rate 0.63% among 310,000;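 active = plate-corrected calcium response at least 3 library SD above typical, normal starting fluorescence, not activating the receptor alone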;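 also: compound read alongside a low EC10 to EC30 dose of BAM8-22 agonist; peak minus trough fluorescence over baseline measured at the second addition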
SKKanGAS inh – S. pyogenes SKKanGAS growth inhibitors in kanamycin, primary screen, streptokinase expression inhibitor project, SKKanGAS strain, BacTiter-Glo luminescence; 6 h; inhibition, % at 7.5 µM; hit rate 1.3% among 300,000;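 active = mean replicate score, as percent of positive control median, at least 50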;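 also: strain carries kanamycin resistance gene driven by streptokinase promoter and grows in 40 µg/ml kanamycin; loss of luminescence reflects streptokinase promoter inhibition or plain growth inhibition; 0% = median of DMSO wells and 100% = positive control at its reference dose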
MrgX1 antag – antagonists of human MrgX1 receptor, primary screen, HEK293 cells, Fluo-4 calcium flux; BAM8-22 antagonism; stronger effect = lower value; hit rate 1.3% among 310,000; Mas-related G-protein coupled receptor member X1 (Homo sapiens), Q96LB2; B-score at 10 µM;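 active = calcium-response B-score plate-corrected more than 3 library SD below zero, starting fluorescence within 5 deviations, no agonist response on first addition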;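 also: peak minus trough fluorescence over baseline after final BAM8-22 challenge near maximal dose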
* = called active by the depositor; i = inactive; nt = no result given.

SMILES	TRPC6 activator	RGS4 block	Platelet DG rel	MrgX1 agonist	TRPC6 inhibitor	RGS4 act	HIF activator	TRPC4 block	MrgX1 allo act	SKKanGAS inh	MrgX1 antag
CSc1ccccc1NC(=O)CN(C)C(=O)Cn1c(=O)oc2ccccc21	i	i	10	i	i	i	-0.5	i	i	-3	i
COc1ccc(C2C(C(=O)N3CCCCC3)CC(=O)N2c2ccc(OC)cc2)cc1 (centres undefined)	i	i	0	i	i	i	0.5	i	i	-3	i
CCCCCCC(=O)NNC(=O)CC(=O)Nc1ccccc1C(=O)O	i	i	2	i	i	i	0.7	i	i	1	i
O=C(O)/C=C/c1ccc(S(=O)(=O)N2CCN(CCN3C(=O)C4C5C=CC(C5)C4C3=O)CC2)cc1 (centres undefined)	i	i	0	i	i	i	-0.2	i	i	-13	i
COc1ccc(C(=NNc2ccccc2C(=O)O)c2ccc(OC)cc2)cc1	i	i	1	i	i	i	1.9	i	i	18	i
COC(=O)NCc1ccc(S(=O)(=O)N2CCOCC2)cc1	i	i	-8	i	i	i	-0.1	i	i	-8	i
CCN(CC)CCn1c(N)cc(=O)[nH]c1=O	i	i	2	i	i	i	-0.1	i	i	-14	i
O=C(NCc1nc2ccccc2[nH]1)c1ccccc1F	i	i	5	i	i	i	0.8	i	i	7	i
Cc1ccc(NC(=O)Cc2ccc(-n3cccc3)cc2)c(C)c1	i	i	13	i	i	i	-0.1	i	i	-5	i
COc1ccc(C)cc1NC(=O)c1ccc2c(=O)n3c(nc2c1)CCCCC3	i	i	-8	i	i	i	2.3	i	i	11	i
COc1cc(CN2CCCC(C(=O)c3ccc4c5c(cccc35)CC4)C2)cc(OC)c1O (centres undefined)	i	i	15	i	i	i	-0.1	i	i	-3	i
COc1ccc(-c2cc(C(=O)NN)n(-c3ccccc3)n2)cc1	i	i	4	i	i	i	1.1	i	i	3	i
CCOC(=O)N1CCC(N2CCCC(CO)(Cc3cccc(Cl)c3)C2)CC1 (centres undefined)	i	i	-1	i	i	i	0.4	i	i	0	i
Cc1ccc(S(=O)(=O)NCCC(c2ccccc2)c2ccco2)cc1 (centres undefined)	i	i	12	i	i	i	0.4	i	i	14	i
CCCc1[nH]nc2c1C(c1cccnc1)C(C#N)=C(N)O2 (centres undefined)	i	i	0	i	i	i	-0.1	i	i	1	i
COc1ccccc1NC(=S)NC(=O)C(C)C	i	i	-2	i	i	i	0.0	i	i	-1	i
O=C(CN1CCCC1)NC1C2CC3CC(C2)CC1C3 (centres undefined)	i	i	0	i	i	i	-0.1	i	i	4	i
COC(=O)c1cn(CCOc2ccccc2F)c2ccccc12	i	i	0	i	i	i	0.8	i	i	19	i
Cc1cc2occ(CC(=O)N(CCC(C)C)c3c(N)n(Cc4ccccc4)c(=O)[nH]c3=O)c2cc1C	i	i	-7	i	i	i	-0.3	i	i	6	i
COc1ccc(C(=O)C2CCCN(C(=O)c3noc4c3CCCC4)C2)c(C)c1 (centres undefined)	i	i	-3	i	i	i	-1.3	i	i	-2	i
CC(=O)N(C(C)=O)n1c(/C=C/c2cccc([N+](=O)[O-])c2)nc2ccccc2c1=O	i	i	-12	i	i	i	-0.7	i	i	1	i
Cc1ccc(Nc2nc(-c3cccnc3)cs2)cc1C	i	i	1	i	i	i	2.4	i	6.5*	0	i
COc1ccc(OC)c(S(=O)(=O)ON2C(=O)c3ccccc3C2=O)c1	i	i	3	i	i	i	-0.5	i	i	-1	i
COCCCNc1nc2ccccc2nc1NS(=O)(=O)c1ccc(C)cc1	i	i	-2	i	i	i	-0.5	i	i	3	i
CCOC(=O)N1CCN(S(=O)(=O)c2ccc(OC)c(Cl)c2Cl)CC1	i	i	12	i	i	i	-0.7	i	i	3	i
CCOC(=O)N1CCN(C(=O)C2CCN(S(=O)(=O)c3cc(Cl)ccc3Cl)CC2)CC1	i	i	-3	i	i	i	0.2	i	i	1	i
CCOC(=O)N1CCN(c2c(N3CCN(c4cc(C)ccc4C)CC3)c(=O)c2=O)CC1	i	i	12	i	i	i	-0.2	i	i	-5	i
O=C(NN1CCOCC1)c1cc(-c2ccc(Br)s2)nc2ccccc12	i	i	0	i	i	i	0.5	i	i	2	i
O=C(CNC(=O)c1ccccc1Cl)N/N=C/c1ccc([N+](=O)[O-])s1	i	i	1	i	i	i	-0.5	i	i	8	i
COc1ccc(/C=C(\NC(=O)c2ccccc2)C(=O)OCC2CCCN3CCCCC23)cc1OC (centres undefined)	i	i	8	i	i	i	-0.6	i	i	2	i
Cc1cc(=O)n2nc(N3CCC(C(=O)N4CCN(C)CC4)CC3)sc2n1	i	i	0	i	i	i	-0.2	i	i	0	i
Cc1noc(C)c1COc1ccc(C(=O)OCC(=O)Nc2c(C)n(C)n(-c3ccccc3)c2=O)cc1	i	i	8	i	i	i	-0.2	i	i	0	i
CN(CCc1ccccn1)C1CCCN(S(=O)(=O)c2ccccc2)C1 (centres undefined)	i	i	3	i	i	i	1.4	i	i	nt	i
CO/N=C/C(C#N)=C/c1cc(C(=O)c2ccccc2)cn1C	i	i	0	i	i	i	0.8	i	i	-1	i
Cc1cc(C(=O)NC2CCCc3c2cnn3-c2cccc(C)c2C)no1 (centres undefined)	i	i	26	i	i	i	0.6	i	i	10	i
COc1cc2c(cc1OC)CN(C(=S)Nc1ccccc1Cl)CC2	i	i	4	i	i	i	0.1	i	i	-8	i
O=C(Cn1c(=O)oc2ccc(Cl)cc21)NC1CCCCC1	i	i	-13	i	i	i	0.6	i	i	-11	i
CCOc1ccc(NS(=O)(=O)c2ccc3c(c2)CCN3C(=O)CCC(=O)O)cc1	i	i	-4	i	i	i	0.0	i	i	6	i
O=C(Nc1cc(Cl)ccc1C(=O)O)c1ccc(CN2C(=O)c3ccccc3C2=O)cc1	i	i	-3	i	i	i	-0.8	i	i	29	i
CC(C)CC(NS(=O)(=O)OCC(Cl)(Cl)Cl)c1ccccc1 (centres undefined)	i	i	2	i	i	i	-0.5	nt	i	12	i
COCCNC(=O)c1ccc(Cl)c(S(=O)(=O)Nc2cccc(C)c2C)c1	i	i	1	i	i	i	-0.3	i	i	-1	i
CCCNC(=O)COc1ccc(-c2nn(C)c(=O)c3ccccc23)cc1	i	i	-3	i	i	i	0.5	i	i	1	i
CCOC(=O)N1CCN(C(=O)CS(=O)(=O)Cc2nc(-c3ccccc3F)oc2C)CC1	i	i	-8	i	i	i	0.0	i	i	-4	i
COc1ccc(Cn2c(C3CC3)nc3ccc(NC(=O)C4CC4)cc3c2=O)cc1	i	i	-3	i	i	i	5.8	i	i	22	i
O=C(COC(=O)c1ccc(-c2nnc(-c3ccccc3)o2)cc1)c1ccccc1	i	i	0	i	i	i	2.0	i	i	-1	i
Cc1ccc(NC(=O)c2oc3c(c2C)C(=O)CC(C)(C)C3)cc1	i	i	-7	i	i	i	0.0	i	i	nt	i
Cc1ccc(OCCSc2nnc(-c3ccncc3)n2C)cc1	i	i	1	i	i	i	0.3	i	i	nt	i
CC(C)(C)OC(=O)N1CCC(CNC(=O)c2ccc(F)cc2)CC1	i	i	3	i	i	i	0.0	i	35*	18	i
Cc1ccc(C(=O)C2=C(O)C(=O)N(Cc3ccco3)C2c2cccc(Cl)c2)o1 (centres undefined)	i	i	2	i	i	i	-0.6	i	i	22	i
CCC1COCCS(=O)(=O)N1Cc1ccccc1C (centres undefined)	i	i	-4	i	i	i	-0.3	i	i	1	i
The list continues.
SMILES	TRPC6 activator	RGS4 block	Platelet DG rel	MrgX1 agonist	TRPC6 inhibitor	RGS4 act	HIF activator	TRPC4 block	MrgX1 allo act	SKKanGAS inh	MrgX1 antag
O=c1c2ccccc2nc(/C=C/c2ccc(Cl)cc2)n1CCO	i	i	-1	i	i	i	0.4	i	i	-6	i
CC(C)c1cc(NC(=O)C(C)(C)C)cc(C(C)C)c1O	i	i	-1	i	i	i	0.7	i	i	1	i
CCOc1ccccc1N1CC(O)=C(c2nc3ccccc3s2)C1=N	i	i	-1	i	i	i	0.9	i	i	17	i
COc1ccccc1C(=O)Nc1ccc(N2CCN(S(C)(=O)=O)CC2)cc1	i	i	7	i	i	i	3.7	i	i	-3	i
CC(C)CN(c1ccccc1)S(=O)(=O)c1nnc(NC(=O)c2ccco2)s1	i	i	-5	i	i	i	-0.3	i	i	39	i
COC(=O)c1n[nH]c2ccccc12	i	i	-3	i	i	i	0.0	i	i	-12	i
Cn1c2c(c(=O)n(C)c1=O)C(c1ccc(F)cc1)C(C#N)=C(N)O2 (centres undefined)	i	i	4	i	i	i	-0.8	i	i	4	i
CN1C(=O)Cc2cc(S(=O)(=O)NCc3cccs3)ccc21	i	i	-4	i	i	i	-0.3	i	i	-2	i
Cc1ccc(S(=O)(=O)NCCC(c2ccccc2)c2ccccc2)cc1C(=O)O	i	i	8	i	i	i	-0.3	i	i	3	i
O=C(Cn1ncc2c3ccccc3n(Cc3ccccc3)c2c1=O)N1CCN(c2ccccn2)CC1	i	i	-4	i	i	i	-0.4	i	i	2	i
CN(CCO)Cc1csc2ccc(Br)cc12	i	i	9	i	i	i	-0.3	i	i	-1	i
O=C(CCNS(=O)(=O)c1cccc2nsnc12)Nc1ccc2c(c1)OCCO2	i	i	1	i	i	i	-1.5	i	i	6	i
